P. falciparum M17LAP = P. falciparum M17LAP inhibitors, primary screen, biochemical, fluorogenic H-Leu-NHMec substrate, 1536-well (AID 1619); hit rate 0.38% among 220,000; inhibition, % at 30 µM, or IC50 in µM where a hit was titrated; recombinant M17LAP, H-Leu-NHMec fluorogenic kinetic assay; higher % means a stronger effect;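 active = compound inhibiting the enzyme by more than half at any dose during confirmatory dose-response retesting; inconclusive = strong single-dose inhibitors picked by rank but not retested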;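 note: plate controls were full reaction with DMSO carrier for no effect and no enzyme background for full effect; strong numbers were not always called active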
Ins promoter up = MIN6 insulin promoter up-regulation; MIN6 insulin promoter-GFP reporter, high-content imaging; active compounds read high; z-score at 5 µM; hit rate 0.3% among 190,000;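 active = z-score above 3 at 5 µM with at least 500 cells counted in the well; inconclusive = wells under 500 cells, flagged as cytotoxic or low count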
Yfh1-off respiration = mitochondrial function rescue without frataxin homolog – Friedreich's ataxia, plus single-dose screen, dose response (AID 1465); S. cerevisiae Yfh1-off respiration, WST-1 reduction, 72 h; higher fold induction means a stronger effect; fold induction at 50 µM, or EC50 in µM where a hit was titrated; hit rate 0.074% among 220,000;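 active = fold induction of absorbance versus untreated yeast above a set limit, then at least 30% activation at any dose in follow-up; inconclusive = repeats straddling the limit, or above it without dose testing; inactive = fold induction below the set limit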;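 note: activators that raise dye reduction in frataxin-depleted yeast; strong numbers were not always called active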
MT stabilize HCS = microtubule stabilizers in HeLa cells; HeLa tubulin immunostaining HCS, 24 h; share of cells brighter than vehicle mean+2SD; % tubulin-high responders, % at 10 µM; hit rate 0.83% among 200,000; AID 2205;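 active = plate Z-score above 3 for both tubulin-high and condensed-nucleus cell shares, with cell loss under 80%, at 10 µM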;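 note: anti alpha tubulin signal scored within the nucleus-defined area of each cell; some results filed as inactive read as strong as hits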
M1AAP inhibition = malaria alanyl aminopeptidase activity blockers – biochemical, fluorogenic H-Leu-NHMec substrate, 1536-well (AID 1445); recombinant M1AAP, H-Leu-NHMec fluorogenic kinetic assay; higher % means a stronger effect; inhibition, % at 30 µM; hits with a dose series show IC50 in µM; hit rate 0.42% among 220,000;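 active = primary inhibition above the hit cutoff, then over 50% inhibition at one or more dose response concentrations, cut at about 23% in these data, passing the limit was not always enough; inconclusive = conflicting primary data, or primary hits not chosen for dose response; inactive = low primary inhibition, or under 50% at every dose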;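 note: plate controls were DMSO full reaction for no effect and no enzyme background for full effect; strong numbers were not always called active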
Dynein cargo inh = blocks dynein driven cargo transport along microtubules; 3617.4 mouse cells, GR-EGFP nuclear translocation imaging; test concentration mostly 20 µM; stimulated with dexamethasone, 1 µM; active compounds read low; z-score, hits read low; hit rate 0.47% among 220,000;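 active = plate z-score of nuclear minus cytoplasmic receptor signal below a set negative limit, without overly bright fluorescence or cell loss, cut at about -3.5 in these data, passing the limit was not always enough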;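 note: z-score of nuclear minus cytoplasmic ring GR-EGFP intensity difference per well; some compounds called inactive have numbers as strong as hits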
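Buffer or medium: tet-free, stripped-serum medium; Also added: dexamethasone, 1.0 µM final; Technique: high-content fluorescence imaging after fixation; Times: 48 h induction, 1 h compound, 30 min dex at 37 °C; Read-out: per-cell GR-EGFP intensity, nucleus versus surrounding cytoplasmic ring, well-averaged.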
Lipid droplet = hepatic lipid droplet formation modulation; AML12 mouse hepatocytes, oleate lipid droplets, BODIPY imaging; inhibition, % at 6.5 µM; hit rate 0.4% among 240,000; AID 1656;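 active = lipid droplet intensity inhibited by at least 50%, with more than 500 cells counted; inconclusive = wells with under 300 cells, treated as cytotoxic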
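Assay system: AML12 hepatocytes (mouse); Probe or stimulus: oleic acid at 100 µM to induce lipid droplet formation; Dosing: compound at 6.5 µM only; Schedule: compound with oleate, overnight; Detection: fluorescence imaging, 20x objective, two fields per well; Measure: % inhibition of lipid droplet signal.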
Autophagy HCS = alters autophagy in cells; MEF GFP-LC3 puncta imaging; test concentration mostly 10 µM; calls only at 10 µM (by protocol); hit rate 0.98% among 190,000; AID 463193;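 active = percentage of spot-positive cells more than 3 SD above its plate mean, without a fluorescence outlier flag or 80% toxicity; inconclusive = no clear call, values can overlap the other calls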;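 note: spot-positive cell cutoff set from DMSO-treated cells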
ER stress rescue = rescue of cells from ER stress-induced death, primary screen, 384-well, CSM14.1, thapsigargin, ATP luminescence (AID 1222). CSM14.1 thapsigargin-induced death rescue, ATP luminescence; higher % means a stronger effect. cellular ATP content (survival), % at 20 µM, or EC50 in µM where a hit was titrated. 190,000 tested, under 10 active;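 active = EC50 below 50 µM in the dose-response confirmation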;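 note: death triggered by thapsigargin at about 15 µM added after 2 h compound pretreatment; cell ATP read after overnight thapsigargin exposure of roughly 18 to 22 hours; normalized against plate controls of thapsigargin alone and 5% DMSO vehicle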
Dynein cargo inh cytoplasmic EGFP = also measured in Dynein cargo inh; calls as there; z-score; measured here: cytoplasmic GR-EGFP intensity; active compounds read high
Dynein cargo inh nuclear GR-EGFP = also measured in Dynein cargo inh; calls as there; z-score; measured here: nuclear GR-EGFP intensity;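 lower value marks the stronger effect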
Dynein cargo inh cell count = recorded beside Dynein cargo inh, whose call it bears; z-score; measured here: cell count per field
Ins promoter up cell count = further read-out of Ins promoter up, marked with its call; cell count; measured here: cytotoxicity, nuclei count;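 total cells summed across four imaged fields per well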
Lipid droplet cells 6.5 µM = second read-out of Lipid droplet, no call of its own (marks repeat the call); cell count; measured here: cell count, cytotoxicity flag;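 cells counted across two imaged fields per well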
MT stabilize HCS Hoechst-high % = second read-out of MT stabilize HCS, no call of its own (marks repeat the call); % Hoechst-high responders; measured here: nuclear condensation Hoechst responders;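 share of cells brighter than vehicle mean plus two SD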
MT stabilize HCS cytotoxicity % = second read-out of MT stabilize HCS, no call of its own (marks repeat the call); toxicity, %; measured here: cytotoxicity by cell density;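 0% = mean cell density of plate MIN control wells and 100% = no cells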
Autophagy HCS cell loss 18 h = recorded beside Autophagy HCS, whose call it bears; toxicity, %; measured here: cell loss, nuclei count;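 cell loss after 18 h compound exposure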
Starred values were filed as active, the others as inactive; i = inactive; ? = inconclusive; nt = no result given.

Every second line gives: Dynein cargo inh nuclear GR-EGFP, Lipid droplet cells 6.5 µM, P. falciparum M17LAP, Autophagy HCS cell loss 18 h, Dynein cargo inh cell count, Dynein cargo inh cytoplasmic EGFP, Ins promoter up, MT stabilize HCS, Ins promoter up cell count, MT stabilize HCS cytotoxicity %, Autophagy HCS, Lipid droplet, ER stress rescue, MT stabilize HCS Hoechst-high %, Yfh1-off respiration, M1AAP inhibition, Dynein cargo inh
> COc1ccc(-c2cc(C(=O)N3CCc4ccccc4C3)no2)cc1
→ 0.91, 753, 1%, 10, -0.76, -0.3, 0.65, 1.2, 1253, 0.4, i, 14, 0.1%, 1.3, i, -3%, 0.13
> Cc1cc(C)c2cc(C(O)c3nnnn3Cc3ccccc3)c(=O)[nH]c2c1 (centres undefined)
→ 0.052, nt, 0%, 9, -0.065, -0.21, -0.07, 3.3, 1455, 8.5, i, nt, -0.5%, 1.8, i, -1%, -0.41
> CCCCCOC(=O)Cn1c(N2CCOCC2)nc2c1c(=O)[nH]c(=O)n2C
→ -0.13, nt, 0%, 7, -0.29, -0.12, 0.04, 3.0, 1410, 7.4, i, nt, 0.4%, 4.0, i, 1%, -0.84
> CC(C)(C)NC(=O)CSc1nnc(-c2ccncc2)n1Cc1ccccc1
→ 0.33, 739, 12%, 5, -0.092, 0.14, nt, 3.4, nt, 4.1, i, -17, 0.9%, 1.7, i, -1%, -0.015
> COc1cc(NC(=S)N2CCN(C/C=C/c3ccccc3)CC2)cc(OC)c1
→ 0.24, 700, 15%, -9, 0.23, -0.25, -0.27, 1.9, 1523, 16, i, -14, 0.8%, 2.9, i, 11%, 0.2
> COc1ccc(/C=C/C(=O)Nc2ccccc2C(=O)N2CCCC2)cc1
→ -0.18, nt, 25%, 6, 0.53, -0.22, -1, 1.5, 1005, 6.2, i, nt, -2.2%, 1.7, i, 11%, -0.1
> Cc1ccc(CC(=O)N2CCC(c3nc4c(nnn4Cc4ccccc4)c(=O)[nH]3)CC2)cc1
→ 0.53, 744, 9%, 14, 0.56, -0.16, -0.16, 2.4, 1265, 6.9, i, -1, -0.1%, 1.6, i, 7%, 0.78
> Cc1c(NS(=O)(=O)c2cc(C(=O)OCC(=O)N3CCC(C)CC3)ccc2Cl)c(=O)n(-c2ccccc2)n1C
→ -0.7, 669, 17%, -15, 0.74, -0.25, -0.48, 1.7, 1529, 11, i, 2, -1.3%, 2.0, i, 6%, -0.6
> O=C(NCc1ccccc1)C1=C[C@H](c2coc3ccccc3c2=O)C[C@H](OCCCCO)O1
→ 0.92, 640, 8%, 28, -0.57, -0.14, nt, 2.6, nt, 1.7, i, -26, 0.2%, 1.5, i, 6%, 0.78
> c1ccc(CCn2nnc3ccccc32)cc1
→ -0.2, 729, -1%, nt, -0.49, 0.043, 1.1, nt, 1402, nt, nt, -2, nt, nt, i, 11%, -0.29
> CC1(C)CC(=O)C(C=Nc2cccnc2/N=C/C2=C(O)CC(C)(C)CC2=O)=C(O)C1
→ 0.57, 668, 11%, -8, -0.0093, -0.27, -0.56, 3.9, 1219, 9.8, i, 4, -0.8%, 4.0, i, 2%, 0.38
> CCC(=O)N1CCc2cc(S(=O)(=O)NC(Cc3ccccc3)C(=O)Nc3nccs3)ccc21 (centres undefined)
→ 0.75, 783, 6%, 9, -0.49, -0.26, -0.11, 2.2, 1333, 6.3, i, 1, -2.7%, 3.9, i, 3%, -0.28
> CC(c1ccccc1)C1C(C#N)=C(N)OC2=C1C(=O)CCC2 (centres undefined)
→ 0.55, nt, 21%, 20, -1, -0.17, nt, 2.1, nt, 6.2, i, nt, 0.8%, 1.3, i, 11%, 0.92
> COc1ccccc1NC(=S)N(Cc1ccco1)Cc1cc2cc(C)ccc2[nH]c1=O
→ 0.11, 662, -5%, 4, 0.19, -0.095, 0.83, 33*, 1491, 46*, i, 5, -0.9%, 20*, i, 0%, -0.13
> COc1ccc(OC)c2sc(Cl)nc12
→ -0.32, 739, -8%, 15, 0.47, 0.53, -0.81, 5.1, 1349, 6.9, i, 0, nt, 2.8, i, 1%, -0.82
> CC(C)(C)n1nnnc1C(c1cccs1)N(Cc1ccccc1)Cc1cccnc1 (centres undefined)
→ -0.23, 654, 3%, 7, 0.4, -0.19, -0.37, 1.5, 1750, 6.2, i, -13, -1.6%, 1.0, i, 3%, -0.11
> Cc1ccc(N2CCN(/N=C/c3ccccc3)CC2)cc1
→ -0.034, 625, -10%, 20, 0.27, -0.27, -0.27, 2.4, 1549, 1.8, i, -35, 0.2%, 2.1, i, 0%, -0.16
> Cc1cc(CN(C)C(=O)CC2C(=O)NCCN2Cc2ccc(F)c(F)c2)on1 (centres undefined)
→ 1.3, 748, nt, -10, -0.32, 0.69, 0.03, 1.6, 1482, 11, i, -7, -2.5%, 1.7, i, nt, 0.98
> CCN1C(=O)N(S(=O)(=O)C(F)(F)F)[C@@H](c2ccccc2)C(C(=O)OC)=C1C
→ 0.24, nt, 1%, nt, -0.41, -0.77, -0.3, nt, 980, nt, nt, nt, nt, nt, i, -2%, 0.18
> COc1ccccc1S(=O)(=O)Cc1ccc(C(=O)NCC2CCCO2)o1 (centres undefined)
→ -0.026, 723, 4%, 24, 0.33, -0.29, nt, 2.3, nt, 0.4, i, 2, -1.1%, 1.8, i, 1%, -0.24
> Cc1cccc(/C=C2\CCC(C3CCCC3)C2=O)c1 (centres undefined)
→ -0.65, 643, 0%, -16, 0.69, -0.32, -0.35, 3.4, 1273, 8.0, i, 2, -0.1%, 3.1, i, -4%, -0.54
> COC(=O)c1cc2oc(C)cc2n1CC(=O)N1CCCc2ccccc21
→ -0.099, nt, -6%, -7, -0.12, -0.3, -0.29, 3.6, 1232, 5.0, i, nt, -0.7%, 2.5, nt, 6%, -0.56
> Cn1c(=O)c2c(nc(N3CCNCC3)n2Cc2ccccc2Cl)n(C)c1=O
→ -0.27, 719, 12%, 2, -0.39, -0.18, -0.56, 2.7, 1373, 9.1, i, -8, -0.6%, 2.5, i, 11%, -0.28
> CC1Cc2ccccc2N1C(=O)COC(=O)c1ccc(O)cc1 (centres undefined)
→ -0.14, 643, 6%, nt, 0.78, -0.27, 0.76, nt, 1077, nt, nt, 11, nt, nt, i, -3%, -1
> COc1ccc(CC2(CO)CCN(Cc3cnn(-c4ccccc4)c3)CC2)cc1
→ -0.27, 777, 16%, 0, 0.81, -0.27, 0.14, 1.3, 1483, 0.1, i, 2, -1.6%, 1.0, i, 2%, 0.0074
> CCOC(=O)N1CCC(NC(=O)CCc2c(C)nc3nc(C)nn3c2C)CC1
→ 0.13, 765, 5%, -5, 1, -0.25, -0.31, 4.8, 1228, 5.6, i, 10, 1.5%, 1.6, nt, 5%, -0.061
> CC(C)(C)OC(=O)N1CCC[C@H]1c1nnc(SCc2ccccc2F)o1
→ -0.34, nt, -8%, -2, -0.17, -0.19, nt, 1.0, nt, 1.3, i, nt, 0.5%, 1.2, i, 7%, -0.46
> CC(OC(=O)c1cc2sccc2n1C)C(=O)NCc1cccs1 (centres undefined)
→ -0.61, nt, 12%, 0, 0.85, -0.19, 0.84, 1.7, 1250, 0.8, i, nt, -1.2%, 1.6, i, 3%, -1
> CC(C)(C)c1cc(NCCCn2ccnc2)n2ncc(-c3ccc(Cl)cc3)c2n1
→ 1.1, nt, -4%, 5, -1.8, 0.033, nt, 3.4, nt, 7.5, i, nt, -0.9%, 2.2, i, ?, 1.9
> N#CCCCSc1nnc(-c2ccccn2)o1
→ 0.11, nt, 0%, 8, -0.21, -0.025, -0.63, 1.4, 1009, 5.7, i, nt, -2.0%, 1.8, i, 4%, 0.19
> Cc1ccc(CS(=O)(=O)CCC(=O)NCc2ccccn2)cc1
→ 0.046, nt, 11%, 3, 0.83, -0.14, -0.52, 2.9, 1650, 1.3, i, nt, 1.0%, 0.7, i, 6%, 0.45
> CCn1c(=O)cc(OCC(=O)Nc2ccccc2C#N)c2ccccc21
→ -0.29, 608, 2%, nt, -0.08, -0.18, -0.75, 3.2, 2156, 7.7, nt, -2, 0.1%, 1.3, i, 3%, -1
> COc1ccc(S(=O)(=O)N(CCCN2CCCC2=O)Cc2cc3cc(C)c(C)cc3[nH]c2=O)cc1
→ 2, nt, -1%, 16, -2, -0.11, -0.39, 6.3, 1240, 10, i, nt, -0.5%, 3.4, i, 7%, 2.8
> Cc1onc(-c2ccccc2Cl)c1C(=O)NC(=S)NCCc1ccccc1
→ 0.29, 628, 11%, -1, 0.98, 0.37, -0.32, 3.1, 1408, 7.0, i, 13, 0.5%, 1.7, i, 4%, -0.029
> C[N+](C)(C)CCN(Cc1ccc(Cl)cc1)c1ccccn1
→ -1.2, nt, -14%, 5, -0.45, -0.16, nt, 2.3, nt, 7.2, i, nt, -2.0%, 1.6, i, 41%, -1
> COc1ccccc1NC(=S)NCCSc1ccc(Cl)cc1
→ 0.022, 660, -4%, 30, 0.0079, -0.15, -0.38, 7.2, 1435, 1.7, i, -43, 0.5%, 3.6, i, 2%, -0.39
> CC(C)OCC(O)CN1CCN(CC(O)COc2ccc3c(c2)OCO3)CC1 (centres undefined)
→ -0.36, 761, 2%, -13, 1.4, -0.24, 1.3, 3.2, 1273, 0.5, i, 5, -0.2%, 3.1, i, 0%, -0.18

Screens: PubChem, several laboratories
